Source: PubChem (National Center for Advancing Translational Sciences (NCATS))
FBPA Giardia inh = inhibitors of Giardia lamblia fructose-1,6-bisphosphate aldolase; A8B2U2; purified Giardia FBPA; Potency, µM (highest dose often 59.6 µM), without a hit: top-dose activity, negative = inhibition, most hits filed as inhibitors; hit rate 0.71% among 290,000; also: potency is read from the fitted curve at half-maximal effect; % is scaled to controls: 0 for no effect and ±100 for the full control effect; nearly all actives have a fitted effect of over 55% in size
Target sequence (A8B2U2 whole entry, looked up): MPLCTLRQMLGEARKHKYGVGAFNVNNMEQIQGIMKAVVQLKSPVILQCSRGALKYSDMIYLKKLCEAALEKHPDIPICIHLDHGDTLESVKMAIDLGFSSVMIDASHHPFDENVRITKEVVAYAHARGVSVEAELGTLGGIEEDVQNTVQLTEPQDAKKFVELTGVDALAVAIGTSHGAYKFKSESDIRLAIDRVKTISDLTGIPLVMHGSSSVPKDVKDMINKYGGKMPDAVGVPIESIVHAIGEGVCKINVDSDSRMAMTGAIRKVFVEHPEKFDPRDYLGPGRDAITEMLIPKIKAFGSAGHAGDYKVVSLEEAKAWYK
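Giardia FBPA (40 nM reagent) was preincubated 10 min at RT with compound (up to 57.5 uM final), then substrate plus GAPDH/TPI/NAD/arsenate coupling system with diaphorase/resazurin was added; resorufin fluorescence (525/598 nm) was read after 20 min.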
Sm TGR inh = blocks Schistosoma mansoni thioredoxin glutathione reductase. Q962Y6. purified TGR, DTNB reduction, TNB absorbance 405 nm. Potency, µM (highest dose often 114 µM), inactives show at the top dose activity change, negative = inhibition, usual class: inhibitors. hit rate 3% among 360,000; also: potency is read from the fitted curve at half-maximal effect; % is scaled to controls: 0 for no effect and ±100 for the full control effect; nearly all actives have a fitted effect of over 60% in size
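First, TGR (20 nM dispensed) and NADPH were mixed with compound. Second, a 15 min room-temperature incubation followed. Third, further NADPH and then DTNB were added to start the reaction. Finally, TNB absorbance was monitored kinetically.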
Shiga inhibitor = blocks Shiga toxin action in Vero cells; Vero cells, Shiga toxin protein synthesis inhibition reporter; inhibition, % at 38.7 µM; hit rate 9.2% among 290,000; in the data active = inhibition mostly above about 28%, no sharp cut-off; inactive = mostly below about 43%; also: 0% is about no effect
CHX counter = counter-screen for Shiga toxin inhibitors: cycloheximide protein synthesis inhibition | hit rate 12% among 300,000 | max response, % | cell reporter, cycloheximide protein synthesis inhibition counterscreen; in the data active = max response mostly above about 13%, no sharp cut-off; inactive = mostly below about 14%; also: read at 38.3 µM for the half of the compounds with a filed dose; 0% is about no effect
Pf growth 48h = P. falciparum growth inhibition at 48 hours (one generation) | P. falciparum luciferase growth in erythrocytes, 48 h | Potency, µM (series often up to 28.7 µM), inactives show at the highest dose activity change, negative = inhibition, hits mostly inhibitors | hit rate 5.9% among 310,000 | AID 504832; also: potency is read from the fitted curve at half-maximal effect; % is scaled to controls: 0 for no effect and ±100 for the full control effect
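Luciferase-expressing P. falciparum in infected erythrocytes (2% hematocrit, 0.1% parasitemia final) in RPMI 1640/0.5% Albumax were exposed to compound for 48 hours at 37 C, 5% CO2; growth read as luminescence.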
Pf growth 96h = P. falciparum growth inhibition at 96 hour, primary screen for plastid delayed-death inhibitors; P. falciparum luciferase reporter growth, 96 h; Potency, µM (top dose mostly 28.7 µM), for the others: at the top dose activity change, negative = inhibition, actives largely listed as inhibitors; AID 504834; hit rate 6.9% among 320,000; also: potency is read from the fitted curve at half-maximal effect; % is scaled to controls: 0 for no effect and ±100 for the full control effect
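Luminescence readout: decreased luciferase signal marks inhibited growth of reporter-expressing P. falciparum in infected red cells (2% hematocrit, 0.05% parasitemia final), exposed to compound two generations (96 h, 37 C, 5% CO2).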
Active calls of the source: *; i = inactive; ? = inconclusive; / = not tested or not shown; & = joins results of further samples; [ ] = remark or other dose. Unless noted, calls follow the shape of the dose curve; as a rule, active = well fitted curve in the direction sought with a large enough effect; inconclusive = small, poorly fitted or top-dose-only effect, or another doubt; inactive = no such curve, though single readings can be large; an effect the other way counts as inactive or inconclusive.

#1 CC(=O)N1CCOc2ccc(S(=O)(=O)NCCc3ccc(Cl)cc3)cc21
#2 COc1ccc2c3c([nH]c2c1)C(C)N(CCC(=O)NN)CC3 (configuration not stated)
#3 COc1ccc(C(C[N+](=O)[O-])c2c(C)cc3ccccn23)cc1 (configuration not stated)
#4 Oc1ccc2ccc3[nH]cnc3c2c1
#5 CC1CN(CCCCN2C(=O)c3ccccc3C2=O)CC(C)O1 (configuration not stated)
#6 COC(=O)c1ccc(/C=N/NC(=O)CC(=O)NCc2cccnc2)cc1
#7 O=C(c1cccnc1)N1N=C2CCCCCC2C1(O)C(F)(F)F (configuration not stated)
#8 Cc1cnc(C(=O)OCC(=O)c2ccc(-c3ccccc3)cc2)cn1
Screen / compound no.	1	2	3	4	5	6	7	8
FBPA Giardia inh	-10%	0%	?	-10%	22µM*	4%	4%	/
Sm TGR inh	-4%	2%	28µM*	-1%	2%	19%	/	2%
Shiga inhibitor	-4	-6	-2	74*	-3	42	-6	-13
CHX counter	4	-1	13	53*	-2	-1	-5	-2
Pf growth 48h	2%	-27%	10µM*	?	2%	6%	6%	2%
Pf growth 96h	26%	?	12µM*	40%[activator]	17%	-11%	12%	?

#9 CCOc1ccc(NC2OCC(O)C(O)C2O)c([N+](=O)[O-])c1 (configuration not stated)
#10 CC(=O)OCC1=C(C(=O)O)N2C(=O)[C@@H](NC(=O)Cc3cccs3)[C@H]2SC1
#11 CC1CC(C)CN(C(=O)COC(=O)c2cn(C)c3ccccc23)C1 (configuration not stated)
#12 Cn1c(N)c(C(=O)CSc2nnc(-c3cccs3)n2C2CC2)c(=O)[nH]c1=O
#13 Cc1cc(NC(=O)COC(=O)[C@H](Cc2c[nH]c3ccccc23)NC(=O)c2ccc(F)cc2)no1
#14 CC(C)[C@H](NC(=O)NCc1ccco1)C(=O)O
#15 CCN(CC)S(=O)(=O)c1ccc(N2CCOCC2)c(NC(=S)NC(=O)c2ccco2)c1
#16 O=C1/C(=C/c2cccs2)SC(=S)N1NS(=O)(=O)c1ccccc1
Screen / compound no.	9	10	11	12	13	14	15	16
FBPA Giardia inh	-1%	?	/	/	-3%	2%	-24%	10%
Sm TGR inh	/	?	-1%	-9%	8%	11%[11.4 µM]	-23%	-32%
Shiga inhibitor	20	-9&-3	/	/	36	-10	-14	-1
CHX counter	-5	-2&-3	/	/	-1	-4	1	-3
Pf growth 48h	2%	-13%&-2%	14%	-1%	67%[activator]	/	2.6µM*	57%[activator]
Pf growth 96h	-20%	-9%&-19%	1%	?	33%[activator]	3%	1.5µM*	61%[activator]

#17 CC(C)C(=O)Nc1cccc(C(=O)Nc2ccc3c(c2)OCO3)c1
#18 O=C1CC(c2ccccc2)SC(N(c2ccccc2)c2ccccc2)=N1 (configuration not stated)
#19 Cc1oc(-c2ccccc2Cl)nc1Cn1cccc1C1=NC(c2ccccc2)CO1 (configuration not stated)
#20 Cc1ccc(C(=O)NCc2ccco2)o1
#21 COc1ccc(CNC(=O)CCS(=O)(=O)c2ccc3c(c2)CCN3C(C)=O)cc1
#22 NS(=O)(=O)c1ccc(CCNC(=O)C(=O)Nc2cc3c4c(c2)CC(=O)N4CCC3)cc1
#23 COc1cc2c(cc1OC)CN(C(=O)Cc1ccccc1)CC2
#24 Cc1ccc(C2=NN(C)c3nc4ccccc4n3C2)cc1
Screen / compound no.	17	18	19	20	21	22	23	24
FBPA Giardia inh	-2%	24%	5%	-1%	-5%	/	-10%	0%
Sm TGR inh	1%	4%	12%	-1%	0%	1%	0%	-1%
Shiga inhibitor	143*	-30	-38	-9	16	/	24	2
CHX counter	59*	-1	-1	-1	-3	/	12	3
Pf growth 48h	107%[activator]	15%	-1%	-11%	14%	-4%	-25%	/
Pf growth 96h	-7%	10%	?	?	-22%	9%	-12%	?

#25 O=C(Cc1cc(=O)oc2cc(O)ccc12)N[C@@H](Cc1c[nH]c2ccccc12)C(=O)O
#26 COc1ccc2ccccc2c1CN(C)Cc1ccccc1
#27 Cc1nc(Oc2ccccc2)c2oc3ccccc3c2n1
#28 O=C(O)c1ccc2c(c1)C(=O)N([C@]1(C(=O)O)CC1c1ccccc1)C2=O (some centres not stated)
#29 CCN1CCN(C2CC(=O)NC2=O)CC1 (configuration not stated)
#30 O=C1NC(=O)C(Cc2c[nH]c3ccccc23)N1 (configuration not stated)
#31 Cc1cc(C)c(S(=O)(=O)NC(CC(=O)O)c2cccc([N+](=O)[O-])c2)c(C)c1 (configuration not stated)
#32 Cc1cc([N+](=O)[O-])nn1CC(=O)N/N=C/c1ccccc1Br
Screen / compound no.	25	26	27	28	29	30	31	32
FBPA Giardia inh	-5%	?	3%	10%	-17%	4%	?	-1%
Sm TGR inh	-3%	-26%	7%	2%	-3%	0%	5%	6%
Shiga inhibitor	-4	/	-9	-5	-10	-6	-9	14
CHX counter	1	-4	-2	-2	6	-6	-3	1
Pf growth 48h	24%	9%	/	-19%	6%	43%[activator]	-6%	8%
Pf growth 96h	51%[activator]	?	23%	19%	8.3µM*	43%[activator]	-2%	-9%

#33 COc1cccc(NS(=O)(=O)c2ccc3c(c2)C2C=CCC2C(c2ccc(C(=O)O)cc2)N3)c1 (configuration not stated)
#34 CC(C)(C)NC(=O)CN(Cc1ccc2c(c1)OCO2)C(=O)CCC(=O)Nc1nccs1
#35 O=C(Nc1nc2ccc([N+](=O)[O-])cc2s1)C1CCCO1 (configuration not stated)
#36 Cc1c(C(=O)N2CCCCC2)c(S(=O)(=O)Nc2cccc(Br)c2)c(C)n1C
#37 O=C(CN1CCc2ccccc2C1)Nc1ccc(OC(F)(F)F)cc1
#38 Cc1ccc(S(=O)(=O)N2CCCCC2CCNC(=O)C(=O)NC2CC2)cc1 (configuration not stated)
#39 C=CCn1c(CCc2ccc(OC(C)C)cc2)n[nH]c1=S
#40 CCCCOc1ccc(-c2nnc(-c3ccco3)o2)cc1
Screen / compound no.	33	34	35	36	37	38	39	40
FBPA Giardia inh	-22%	-28%	1%	14%	-2%	/	2%	4%
Sm TGR inh	?	5%	/	6%	-9%	0%	3%	?
Shiga inhibitor	10	38	112*	-4	6	/	27	86*
CHX counter	3	15*	37*	1	-3	/	-3	28*
Pf growth 48h	-13%	20%	126%[activator]	?	36%[activator]	-18%	6%	57%[activator]
Pf growth 96h	12%	?	-1%	16%	-1%	0%	-17%	0%

#41 N#C/C(=N\Nc1ccc(F)cc1)C(=N)N1CCCCCC1
#42 O=S(=O)(Cc1cc(N2CCOCC2)nc(-c2ccccn2)n1)c1ccccc1
#43 CN(C)CCCOC(=O)c1cc2ccccc2o1
#44 COCCCNC(=S)NNC(=S)Nc1ccccc1
#45 O=C(C1=COCCO1)N1CCN(S(=O)(=O)c2cccc(Cl)c2Cl)CC1
#46 COc1ccc(C(=O)Nc2ccc(Cl)c(S(=O)(=O)Nc3ccccc3OC)c2)cc1
#47 CCN1CCn2c1nc(N1CCOCC1)nc2=O
#48 COc1ccc(-c2cc(C(=O)NCc3ccc(Cl)cc3)no2)cc1OC
Screen / compound no.	41	42	43	44	45	46	47	48
FBPA Giardia inh	-13%	8%	-9%	2%	8%	-2%	1%	0%
Sm TGR inh	-1%	11%	?	24%	8%	-3%	3%	-10%
Shiga inhibitor	58*	-15	-3	40*	-17	14	-14	-6
CHX counter	27*	-1	1	27*	-3	5	-5	-5
Pf growth 48h	i	-22%	2.6µM*	43%[activator]	?	?	19%	7%
Pf growth 96h	-14%	?	?	37%[activator]	15µM*	?	?	23%

Shown in markdown: entries from further up
| cpd | compound | FBPA Giardia inh | Sm TGR inh | Shiga inhibitor | CHX counter | Pf growth 48h | Pf growth 96h |
| --- | --- | --- | --- | --- | --- | --- | --- |
| 34 | CC(C)(C)NC(=O)CN(Cc1ccc2c(c1)OCO2)C(=O)CCC(=O)Nc1nccs1 | -28% | 5% | 38 | 15* | 20% | ? |
| 35 | O=C(Nc1nc2ccc([N+](=O)[O-])cc2s1)C1CCCO1 (configuration not stated) | 1% | / | 112* | 37* | 126%[activator] | -1% |
| 36 | Cc1c(C(=O)N2CCCCC2)c(S(=O)(=O)Nc2cccc(Br)c2)c(C)n1C | 14% | 6% | -4 | 1 | ? | 16% |
| 37 | O=C(CN1CCc2ccccc2C1)Nc1ccc(OC(F)(F)F)cc1 | -2% | -9% | 6 | -3 | 36%[activator] | -1% |
| 38 | Cc1ccc(S(=O)(=O)N2CCCCC2CCNC(=O)C(=O)NC2CC2)cc1 (configuration not stated) | / | 0% | / | / | -18% | 0% |
| 39 | C=CCn1c(CCc2ccc(OC(C)C)cc2)n[nH]c1=S | 2% | 3% | 27 | -3 | 6% | -17% |
| 40 | CCCCOc1ccc(-c2nnc(-c3ccco3)o2)cc1 | 4% | ? | 86* | 28* | 57%[activator] | 0% |
| 41 | N#C/C(=N\Nc1ccc(F)cc1)C(=N)N1CCCCCC1 | -13% | -1% | 58* | 27* | i | -14% |
| 42 | O=S(=O)(Cc1cc(N2CCOCC2)nc(-c2ccccn2)n1)c1ccccc1 | 8% | 11% | -15 | -1 | -22% | ? |
| 43 | CN(C)CCCOC(=O)c1cc2ccccc2o1 | -9% | ? | -3 | 1 | 2.6µM* | ? |
| 44 | COCCCNC(=S)NNC(=S)Nc1ccccc1 | 2% | 24% | 40* | 27* | 43%[activator] | 37%[activator] |
| 45 | O=C(C1=COCCO1)N1CCN(S(=O)(=O)c2cccc(Cl)c2Cl)CC1 | 8% | 8% | -17 | -3 | ? | 15µM* |

Later entries
#49 COc1ccc(C(=O)NNC(=O)COc2ccc(Cl)cc2)c(OC)c1
#50 CCOC(=O)C1(CCOc2ccccc2)CCN(CC=C(C)C)CC1
#51 CN(Cc1nc(-c2ccncc2)no1)S(=O)(=O)c1ccc(Br)cc1
#52 COc1ccc(NC(=O)c2c(N)no[n+]2[O-])c(OC)c1
#53 CCOc1ccc(CSC2=NCCN2)cc1[N+](=O)[O-]
#54 Cc1cccc(-c2cccc(NC(=O)C3CCCN(C(=O)c4cccnc4)C3)c2)c1 (configuration not stated)
#55 Cc1nn(CC(=O)Nc2ccc(Cl)cn2)c(C)c1[N+](=O)[O-]
#56 CCSc1nc(N)c2c3c(sc2n1)CN(C)CC3
Screen / compound no.	49	50	51	52	53	54	55	56
FBPA Giardia inh	12%	3%	0%	0%	-19%	/	-1%	-17%
Sm TGR inh	1%	1%	0%	3%	2%	0%	-7%	-11%
Shiga inhibitor	-6	20	-22	-13	0	-4	-5	-2
CHX counter	-1	-3	-3	9	-1	2	-5	-2
Pf growth 48h	-12%	116%[activator]	1%	32%[activator]	?	1%	/	?
Pf growth 96h	?	-81%	21%	14%	?	?	-29%	?

#57 CCOC(=O)C1CCCN(c2c(NCc3ccco3)c(=O)c2=O)C1 (configuration not stated)
#58 N/C(=N\OC(=O)c1ccc(Cl)cc1)c1ccc(Cl)cc1
#59 CCOC(=O)CNC(=O)Cn1cnc2sc(C)c(S(=O)(=O)N3CCC(C)CC3)c2c1=O
#60 COc1ccc(NC(=O)c2cccnc2Sc2ccccc2)c(OC)c1
#61 Cc1ccc2c3c(c(SCC(=O)Nc4nonc4C)nc2c1)CCCC3
Screen / compound no.	57	58	59	60	61
FBPA Giardia inh	1%	1%	-3%	4%	2%
Sm TGR inh	-19%	1%	-5%	-11%	35%
Shiga inhibitor	-13	54*	-6	-12	-7
CHX counter	0	21*	-4	-2	9
Pf growth 48h	-7%	?	7%	12%	-12%
Pf growth 96h	?	2.6µM*	22%	20%	/
